Screening data deposited in PubChem by National Center for Advancing Translational Sciences (NCATS).
PLK1 PBD block: qHTS for Inhibitors of PLK1-PDB (polo-like kinase 1 - polo-box domain): Primary Screen; Potency, µM, inactives show max response, negative = inhibition, hits mostly inhibitors; Serine/threonine-protein kinase PLK1 (Homo sapiens), P53350; Plk1 PBD binding of FITC phosphopeptide, fluorescence polarization; 360,000 tested, 2.8% active; also: potency is read from the fitted curve at half-maximal effect; series mostly up to about 57 µM; % is scaled to controls: 0 for no effect and ±100 for the full control effect; nearly all actives have a fitted effect of over 65% in size
Target sequence (P53350 whole entry, looked up, the tested form may be a part): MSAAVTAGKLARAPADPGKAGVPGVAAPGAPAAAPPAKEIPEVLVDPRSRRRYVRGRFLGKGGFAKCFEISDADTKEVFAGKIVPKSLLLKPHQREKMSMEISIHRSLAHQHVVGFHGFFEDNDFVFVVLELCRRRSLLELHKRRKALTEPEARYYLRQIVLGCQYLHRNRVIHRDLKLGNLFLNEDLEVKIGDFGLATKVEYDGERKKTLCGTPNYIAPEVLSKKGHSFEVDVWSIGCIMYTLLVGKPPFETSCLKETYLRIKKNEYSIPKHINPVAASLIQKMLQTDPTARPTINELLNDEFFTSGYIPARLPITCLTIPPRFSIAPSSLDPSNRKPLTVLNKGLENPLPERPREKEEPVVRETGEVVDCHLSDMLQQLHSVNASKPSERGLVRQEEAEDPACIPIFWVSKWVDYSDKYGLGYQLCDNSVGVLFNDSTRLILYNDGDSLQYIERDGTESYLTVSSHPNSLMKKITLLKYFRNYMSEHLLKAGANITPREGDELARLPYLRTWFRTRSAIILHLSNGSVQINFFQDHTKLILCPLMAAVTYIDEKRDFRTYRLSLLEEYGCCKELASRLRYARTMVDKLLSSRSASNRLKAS
IL2 activator: qHTS of IL-2 Activators | activation, % (series mostly up to about 46 µM) | 360,000 tested, 0.065% active | IL-2 activation reporter assay, cell-based qHTS; stimulated with anti-CD3/CD4/CD28 beads; in transgenic mouse T cells | AID 652025, 2013; in the data active = activation above about 50%; inconclusive = mostly about 30% to 49%; also: 0% is about no effect
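Screening format: compound pinned onto unstimulated transgenic mouse T cells, 60 min incubation, then anti-CD3/anti-CD4/anti-CD28 bead stimulation for 18 hours at 37 degrees C, followed by EGFP and DsRed detection.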
GLP1R cytotox: qHTS of GLP-1 Receptor Inverse Agonists: Cytotox Screen; HEK293 cAMP-luciferase reporter cells, luminescence, 24 h; Potency, µM (series often up to 38.3 µM), inactives show at the highest dose activity change, negative = inhibition, actives largely listed as inhibitors; 410,000 tested, 0.13% active;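 also: loss of luciferase light is scored as toxicity; potency is read from the fitted curve at half-maximal effect; % is scaled to controls: 0 for no effect and ±100 for the full control effect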
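Compound-treated cells are incubated 24 hr at 37 deg C under 5% CO2 after a 12 hour attachment period, then luciferase detection reagent is added and luminescence is measured following 12 min at room temperature; lowered signal indicates toxicity.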
EPAC1 agonist: qHTS for Agonist of cAMP-regulated guanine nucleotide exchange factor 3 (EPAC1): primary screen | Rap guanine nucleotide exchange factor 3 (Homo sapiens), O95398 | EPAC1 agonist qHTS, biochemical assay; response scale: 100% = response to 6.5 mM cAMP | Potency, µM (titrated, usually from 154 µM), for inactives: top-dose activation, usual class: activators | 360,000 tested, 0.073% active; also: potency is read from the fitted curve at half-maximal effect; nearly all actives have a fitted effect of over 60% in size
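Compounds were pinned as a concentration titration into mixtures of EPAC1 (100 nM), BODIPY-GDP-loaded Rap1B (250 nM) and GDP (50 uM). After 5 min at room temperature, fluorescence was followed for 30 min; activity was scaled to 6.5 mM cAMP.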
GLP-1R agonist: qHTS of GLP-1 Receptor Agonists. Glucagon-like peptide 1 receptor (Homo sapiens), P43220. HEK293 GLP-1R CRE-luciferase, luminescence, 4-6 h; cells express a hypersensitive GLP-1R form. Potency, µM (highest dose often 45.6 µM), for the others: at the highest dose activation, most hits filed as activators. 380,000 tested, 0.007% active; also: potency is read from the fitted curve at half-maximal effect; % of control where 0% means no effect
Target sequence (P43220 whole entry, looked up): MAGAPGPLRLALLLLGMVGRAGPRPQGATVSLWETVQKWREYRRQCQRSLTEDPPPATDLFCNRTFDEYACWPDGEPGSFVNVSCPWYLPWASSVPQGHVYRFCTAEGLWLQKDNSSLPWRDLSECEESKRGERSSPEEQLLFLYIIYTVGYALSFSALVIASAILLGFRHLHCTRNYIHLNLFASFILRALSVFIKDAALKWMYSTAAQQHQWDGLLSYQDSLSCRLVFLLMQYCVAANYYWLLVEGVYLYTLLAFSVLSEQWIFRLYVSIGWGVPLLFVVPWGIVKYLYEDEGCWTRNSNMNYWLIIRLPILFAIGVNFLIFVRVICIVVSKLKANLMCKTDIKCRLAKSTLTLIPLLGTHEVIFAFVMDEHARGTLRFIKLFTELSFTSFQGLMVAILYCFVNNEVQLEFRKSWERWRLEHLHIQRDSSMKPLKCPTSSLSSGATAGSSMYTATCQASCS
GLP-1R inv ag: qHTS of GLP-1 Receptor Inverse Agonists (Inhibition Mode); Glucagon-like peptide 1 receptor (Homo sapiens), P43220; 410,000 tested, 1.6% active; Potency, µM (series often up to 38.3 µM), without a hit: top-dose activity change, negative = inhibition, hits mostly inhibitors; HEK293 GLP-1R CRE-luciferase, luminescence, 24 h; GLP-1R form is constitutively active; also: potency is read from the fitted curve at half-maximal effect; % is scaled to controls: 0 for no effect and ±100 for the full control effect; nearly all actives have a fitted effect of over 55% in size
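Assay principle: reduced luminescence from a cAMP-responsive reporter in HEK293 cells co-expressing a constitutively active GLP-1R. Conditions: 24 hr compound incubation, 37 deg C, 5% CO2.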
PI5P4Ka inh: qHTS for Inhibitors of phosphatidylinositol 5-phosphate 4-kinase (PI5P4K); Phosphatidylinositol 5-phosphate 4-kinase type-2 alpha (Homo sapiens), P48426; PI5P4Kalpha enzyme, ADP-Glo luminescence, 60 min; stronger effect = lower value; max response, %; 330,000 tested, 1.2% active; AID 652105, 2013; active = max response of -50% or lower; inconclusive = between -30% and -50%; inactive = -30% or higher; also: value at the top dose of about 77 µM; % is scaled to controls: 0 for no effect and ±100 for the full control effect
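Reactions run in 0.038 M HEPES pH 7.4, 0.28 mM EGTA, 0.1% CHAPS and 5% DMSO, with PI5P4Kalpha, substrate, compound and 5 microM ATP final, one hour at room temperature. Readout is ADP-Glo luminescence.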
EPAC1 antagonist: qHTS for Antagonist of cAMP-regulated guanine nucleotide exchange factor 3 (EPAC1): primary screen. EPAC1 GEF assay, Rap1b-BODIPY-GDP exchange fluorescence. Potency, µM (series often up to 115 µM), without a hit: at the top dose activity change, negative = inhibition, usual class: inhibitors. 360,000 tested, 0.14% active. AID 720709, 2013;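 also: potency is read from the fitted curve at half-maximal effect; plate controls were vehicle for no effect and positive control for full effect; nearly all actives have a fitted effect of over 50% in size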
PTHR1 ag: qHTS for PTHR1 Agonists: Primary Screen | HEK293 GP2 PTHR1 cells, GloSensor cAMP luminescence, 1 h | Potency, µM (titrated, usually from 115 µM), for the others: at the top dose activation, most hits filed as activators | 410,000 tested, 0.075% active | AID 743266, 2014; also: potency is read from the fitted curve at half-maximal effect; nearly all actives have a fitted effect of over 55% in size; some results filed as inactive show a strong effect at the top dose; inactives centre near -15; many of its hits are not listed in these tables
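HEK-293-derived GP2 cells expressing PTHR1 and a GloSensor cAMP reporter, 3,000/well, plated overnight, given luciferin plus IBMX (each 0.5 mM as added) for 1 h at 37 °C, then compound for 1 h at 37 °C. Luminescence was read after 15 min at room temperature.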
* = called active by the depositor; i = inactive; ? = inconclusive; . = no result given; ! = a repeat was not active; [ ] = dose if it differs, or a comment. Unless noted, calls follow the shape of the dose curve; as a rule, active = well fitted curve in the direction sought with a large enough effect; inconclusive = small, poorly fitted or top-dose-only effect, or another doubt; inactive = no such curve, though single readings can be large; an effect the other way counts as inactive or inconclusive.

[1] Cn1c(=S)n(/N=C/c2ccc3c(c2)OCO3)c2ccccc21
[2] COc1ccc(C(=O)NCC(=O)NCC(=O)OCc2ccc(Cl)cc2)cc1
[3] CCOC(=O)N/N=C/c1c(C)nn(-c2cccc(C(F)(F)F)c2)c1Cl
[4] Cc1cc2[nH]c(=O)c(=O)[nH]c2cc1S(=O)(=O)NC1CCCCC1C (stereo not given)
[5] O=C(CCN1C(=O)/C(=C/c2ccccc2F)SC1=S)NCCCn1ccnc1
[6] CCOc1ccc(OCCC(=O)Nc2cccc(S(=O)(=O)N3CCCC3)c2)cc1
[7] COc1ccc(-c2nc3ccccc3n2Cc2ccc(C(C)C)cc2)cc1
[8] COc1ccc(N2CCN(C(=O)/C=C/c3ccco3)CC2)cc1
assay / entry,1,2,3,4,5,6,7,8
PLK1 PBD block,-7%,-14%,-9%,-14%,-19%,-3%,.,-7%
IL2 activator,1.4,-0.4,0.6,-2.3,0.5,-3.7,.,-0.7
GLP1R cytotox,22%,0%,-28%,13%,-22%,11%,2%,-2%
EPAC1 agonist,12%,-5%,-19%,18%,1%,15%,.,2%
GLP-1R agonist,1%,0%,13%,11%,-1%,3%,1%,22%
GLP-1R inv ag,0%,4%,?,8%,?,?,10µM*,4%
PI5P4Ka inh,14,2,1,2,4,-1,.,-1
EPAC1 antagonist,-5%,-10%,-6%,7%,13%,2%,.,-13%
PTHR1 ag,-5%,-27%,-17%,?,i,-36%[inhibitor],-21%,i

[9] CC(C)c1ccc(NC(=O)c2cc(S(=O)(=O)N3CCCCC3)cn2C)cc1
[10] O=c1c2cn(Cc3ccc(F)cc3)c3ccccc3c-2nn1Cc1ccc(F)cc1
[11] CCCc1nc(N)c(C#N)c(-c2ccco2)c1CC
[12] CCN(CC)CCCn1c2c(c(SCC(=O)Nc3ccc(F)c(F)c3)nc1=O)CCC2
[13] O=c1c(Cl)c(NCc2ccco2)cnn1C12CC3CC(CC(C3)C1)C2
[14] CCOC(=O)C(=NC1CCS(=O)(=O)C1)NNc1ccccc1Cl (stereo not given)
[15] CCN(CC)C(=O)c1ccc(-c2nnc(OC)c3ccccc23)cc1
[16] CCN(CC)CCn1c(NCc2ccc(C)o2)nc2ccccc21
assay / entry,9,10,11,12,13,14,15,16
PLK1 PBD block,.,-6%,-12%,-5%,-8%,27µM*,-8%,-1%
IL2 activator,.,-1.0,0.0,0.5,-0.4,0.0,-4.9,0.7
GLP1R cytotox,7%,-7%,9%,8%,-2%,-11%,15%,-9%
EPAC1 agonist,.,-2%,2%,1%,6%,-1%,0%,1%
GLP-1R agonist,1%,2%,-3%,7%,14%,-4%,14%,-5%
GLP-1R inv ag,-14%,-5%,0%,?,?,?,22%,?
PI5P4Ka inh,.,4,.,-1,5,-18,1,1
EPAC1 antagonist,.,7%,7%,-3%,-1%,-11%,-10%,-12%
PTHR1 ag,-8%,i,-10%[57.5 µM],-7%,-19%,i,-43%[inhibitor],-10%

[17] O=c1[nH]c2c(cnn2-c2ccc(Cl)cc2)c(=O)n1-c1cccc(Cl)c1
[18] COC(=O)c1c(-c2ccco2)csc1NC(=O)C1CC=CCC1C(=O)O (stereo not given)
[19] COC(=O)c1sccc1NC(=O)COc1ccccc1Cl
[20] CC(=Nc1ccccc1O)c1sc2ccccc2c1O
[21] Cc1cccc(S(=O)(=O)C(C#N)c2nc3ccccc3nc2N2CCCC2)c1 (stereo not given)
[22] O=C(O)C1(Nc2ccccc2Cl)CCCC1
[23] O=C(Cn1nnc(-c2cccc(C(F)(F)F)c2)n1)N1CCOCC1
[24] Cc1c(Cl)cccc1NC(=O)c1cc(C2CC2)on1
assay / entry,17,18,19,20,21,22,23,24
PLK1 PBD block,-11%,-6%,1%,11%,30µM*!,0%,-10%,0%
IL2 activator,0.8,0.7,-1.6,17,0.9,-0.1,-1.3,-0.6
GLP1R cytotox,0%,-7%,5%,-14%,28%,2%,2%,1%
EPAC1 agonist,5%,10%,-3%,-11%,10%,0%,3%,-15%
GLP-1R agonist,0%,1%,13%,-1%,2%,1%,1%,-4%
GLP-1R inv ag,18%,-11%,17%,?,12%,2%,4%,?
PI5P4Ka inh,-15,-1,2,1,-17,-6,.,-5
EPAC1 antagonist,-10%,12%,-15%,2%,-21%,-11%,-15%,-7%
PTHR1 ag,-14%,-5%[57.5 µM],-1%,-96%[inhibitor],-18%[57.5 µM],i,-19%[57.5 µM],i

[25] O=S(=O)(NCC(c1ccco1)N1CCN(c2ccc(F)cc2)CC1)c1ccc2c(c1)OCCO2 (stereo not given)
[26] Nc1ccc(NC(=O)c2cccs2)c(Cl)c1
[27] O=C(c1ccc(OC2CCN(CCc3ccccc3)CC2)cc1)N1CCC(CO)CC1
[28] CC(=O)c1ccc(NC(=O)CSc2nnc(Cc3cccn3C)n2-c2ccc(F)cc2)cc1
[29] O=C(O)c1ccc(N/N=C/c2ccc(-c3cc(Cl)ccc3Cl)o2)cc1
[30] Cc1nc(S(=O)(=O)c2ccc(Cl)cc2)nc2c1CCC2
[31] C=CCCN(Cc1ccccc1)S(=O)(=O)c1ccccc1Br
[32] CCOC(=O)c1c(Nc2cccc(C)c2)nnc(-c2ccccc2)c1-c1ccccc1
assay / entry,25,26,27,28,29,30,31,32
PLK1 PBD block,-6%,-5%,2%,-19%,21µM*,-7%,-1%,.
IL2 activator,-0.2,2.0,-1.9,1.0,-3.6,-1.7,-0.8,.
GLP1R cytotox,5%,4%,-17%,0%,364%[activator],11%,0%,-7%
EPAC1 agonist,8%,5%,-2%,-1%,15%,-3%,12%,.
GLP-1R agonist,-2%,9%,1%,4%,0%,-1%,14%,-4%
GLP-1R inv ag,10µM*,28%,-29%,0%,30%[activator],-4%,?,?
PI5P4Ka inh,9,.,-1,-4,-10,1,12,.
EPAC1 antagonist,14%,-4%,12%,-15%,-8%,-24%,3%,.
PTHR1 ag,-31%[inhibitor],-3%,i,-9%,-25%,i,i,i

Given field by field: entries from further up.
27: O=C(c1ccc(OC2CCN(CCc3ccccc3)CC2)cc1)N1CCC(CO)CC1
  PLK1 PBD block: 2%	IL2 activator: -1.9	GLP1R cytotox: -17%	EPAC1 agonist: -2%	GLP-1R agonist: 1%	GLP-1R inv ag: -29%	PI5P4Ka inh: -1	EPAC1 antagonist: 12%	PTHR1 ag: i
28: CC(=O)c1ccc(NC(=O)CSc2nnc(Cc3cccn3C)n2-c2ccc(F)cc2)cc1
  PLK1 PBD block: -19%	IL2 activator: 1.0	GLP1R cytotox: 0%	EPAC1 agonist: -1%	GLP-1R agonist: 4%	GLP-1R inv ag: 0%	PI5P4Ka inh: -4	EPAC1 antagonist: -15%	PTHR1 ag: -9%

Later entries
[33] CC(C)(C)c1ccc(S(=O)(=O)NCC(=O)N2CCN(Cc3ccccc3)CC2)cc1
[34] O=c1oc2ccccc2c(NCc2ccccc2)c1[N+](=O)[O-]
[35] N/C(=N\OC(=O)C1CC1)c1ccc([N+](=O)[O-])s1
[36] O=C(COC(=O)Cc1ccsc1)NNC(=O)c1ccccc1
[37] CN(CC(=O)Nc1ccccc1Br)C(=O)c1cc2c(s1)CCCCC2
[38] O=C(Cn1ccc(NC(=O)OCc2ccccc2)nc1=O)NCCCc1ccccc1
[39] COc1ccc(CCNC(=O)CCc2ccccc2O)cc1OC
[40] Cc1ccc(NC(=O)CS(=O)CC(=O)Nc2ccc3c(c2)OCO3)cc1Cl (stereo not given)
assay / entry,33,34,35,36,37,38,39,40
PLK1 PBD block,-6%,0%,6%,-4%,-2%,2%,-8%,-11%
IL2 activator,-2.2,-1.6,1.9,0.6,-0.5,0.9,2.3,-1.6
GLP1R cytotox,-2%,-9%,-22%,-21%,6%,-26%,5%,-13%
EPAC1 agonist,-8%,-7%,-8%,8%,0%,-29%,7%,8%
GLP-1R agonist,0%,12%,0%,-5%,1%,-2%,17%,-4%
GLP-1R inv ag,?,-14%,0%,-9%,-31%,-14%,45%[activator],-8%
PI5P4Ka inh,-3,-4,11,-5,-6,-10,-8,-22
EPAC1 antagonist,-2%,0%,0%,-23%,-10%,-5%,-9%,0%
PTHR1 ag,-23%,-37%[inhibitor],-2%,i,-23%,-62%[inhibitor],-2%,-8%

[41] O=C(Nc1cccc(NC(=O)c2ccccc2Cl)c1)c1ccco1
[42] Cc1ccsc1-c1nc(-c2ccccc2)c(-c2ccccc2)[nH]1
[43] COc1ccc(S(=O)(=O)N2CCSC2c2ccc(N)cc2)cc1 (stereo not given)
[44] Cc1ccsc1C1CC(=O)Nc2ccccc2S1 (stereo not given)
[45] O=C(c1ccc(CNS(=O)(=O)c2ccccc2)cc1)N1CCN(Cc2ccccc2)CC1
assay / entry,41,42,43,44,45
PLK1 PBD block,-3%,-1%,-2%,-5%,-1%
IL2 activator,-0.4,1.6,0.5,-0.1,-1.3
GLP1R cytotox,7%,-4%,-9%,-1%,5%
EPAC1 agonist,-11%,1%,-6%,0%,-5%
GLP-1R agonist,-5%,3%,0%,25%,-6%
GLP-1R inv ag,3%,0%,0%,-24%,-10%
PI5P4Ka inh,-2,0,.,1,.
EPAC1 antagonist,-17%,-9%,8%,7%,-2%
PTHR1 ag,i,-27%,i,i,-7%[57.5 µM]

Only part of the results is shown; rates above refer to the full screens.
